Screens deposited in PubChem BioAssay by National Center for Advancing Translational Sciences (NCATS).
p53 reactivator – qHTS assay for re-activators of p53 using a Luc reporter | Potency, µM (top dose mostly 92.2 µM), inactives show at the top dose activity change, positive = activation, hits mostly activators | 320,000 compounds, 0.063% hits | H1299 p53-A138V BP100-luciferase reporter, luminescence, 24 h; note: % of control where 0% means no effect; nearly all actives have a fitted effect of over 45% in size
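p53-null H1299 cells stably carrying temperature-sensitive p53-A138V and a BP100-luciferase reporter were pinned with compounds (4-point, 1:5 series) and held 24 hrs at 37 deg C. Luminescence was read 10 min after detection reagent.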
RORg inh – qHTS for inhibitors of ROR gamma transcriptional activity | AID 2551, 2010 | Drosophila S2 Gal4-RORgamma UAS-luciferase reporter, 20 h | Potency, µM (doses to about 53.6 µM), for the others: at the top dose activity change, negative = inhibition, hits mostly inhibitors | 310,000 compounds, 5.4% hits | Nuclear receptor ROR-gamma (Mus musculus), P51450; note: % is set by controls: 0 for no effect and ±100 for the full control effect; nearly all actives have a fitted effect of over 60% in size
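Read-out: Photinus luciferase luminescence; inhibitors lower reporter signal. Insect Schneider cells with Gal4-ROR gamma fusion under metallothionein promoter, UAS reporter; 700 uM final copper sulfate induction, 20 hr, ambient temperature.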
FLuc counter – qHTS profiling assay for firefly luciferase inhibitor/activator using purifed enzyme and Km concentrations of substrates (counterscreen for miR-21 project); Luciferin 4-monooxygenase (Photinus pyralis), P08659; purified FLuc, Km substrates, luminescence inhibition; Potency, µM (top dose mostly 57.5 µM), for inactives: at the highest dose activity change, negative = inhibition, most hits filed as inhibitors; 360,000 compounds, 6.9% hits;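 note: plate controls were vehicle for no effect and reference inhibitor for full effect; nearly all actives have a fitted effect of over 55% in size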
Target sequence (P08659 whole entry, looked up): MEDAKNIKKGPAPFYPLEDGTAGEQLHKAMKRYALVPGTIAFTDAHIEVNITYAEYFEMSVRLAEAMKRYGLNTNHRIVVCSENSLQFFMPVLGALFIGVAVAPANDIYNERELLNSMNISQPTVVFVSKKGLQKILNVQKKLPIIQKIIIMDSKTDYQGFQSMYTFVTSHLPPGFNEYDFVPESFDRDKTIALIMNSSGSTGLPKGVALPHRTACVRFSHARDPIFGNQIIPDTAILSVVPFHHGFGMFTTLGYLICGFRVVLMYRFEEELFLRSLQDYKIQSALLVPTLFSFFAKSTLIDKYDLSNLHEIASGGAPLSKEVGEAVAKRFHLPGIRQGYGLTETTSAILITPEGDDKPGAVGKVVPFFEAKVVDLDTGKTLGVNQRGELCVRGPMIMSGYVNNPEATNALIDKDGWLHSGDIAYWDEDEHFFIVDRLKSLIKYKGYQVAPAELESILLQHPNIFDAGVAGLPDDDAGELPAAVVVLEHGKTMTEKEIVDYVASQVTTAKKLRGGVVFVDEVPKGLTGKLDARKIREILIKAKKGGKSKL
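Purified P. pyralis luciferase (10nM final) with 10uM D-luciferin and 10uM ATP (Km levels) in 50mM Tris acetate pH 7.5, 10mM Mg acetate, 0.01% Tween-20, 0.05% BSA; qHTS 6-point titration, ~60 µM downward; luminescence read.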
BRCA1 expr up – qHTS Assay to Identify Small Molecule Activators of BRCA1 Expression | Potency, µM (titrated, usually from 46.1 µM), without a hit: top-dose activation, usual class: activators | 380,000 compounds, 1.1% hits | MCF7-BRCA1-FFLuc reporter, luminescence, 48 h; response scale: scaled: vehicle 0%, 10 µM genistein 100%; note: nearly all actives have a fitted effect of over 80% in size; some results filed as inactive show a strong effect at the top dose
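MCF7-BRCA1-FFLuc, 2000 cells/well; 2 h attach, 37 °C/5% CO2; compound 48 h; luciferase substrate 15 min; luminescence end-point. Norm. to genistein 10 microM max activation and DMSO; concentration-response curves fitted.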
uPA surface inh – qHTS for Inhibitors of Cell Surface uPA Generation; cell surface uPA generation assay, qHTS; Potency, µM (series often up to 38.3 µM), inactives show top-dose activity change, negative = inhibition, most hits filed as inhibitors; 330,000 compounds, 0.31% hits; active = well fitted inhibition curve with a large enough effect; inconclusive = small, poorly fitted or top-dose-only effect; inactive = no such curve, though single readings can be large or run the other way; tested in mouse RAW 264.7 cells; note: % is set by controls: 0 for no effect and ±100 for the full control effect; nearly all actives have a fitted effect of over 55% in size
MLL CXXC-DNA inh – qHTS Fluorescence Polarization Assay for Inhibitors of MLL CXXC domain - DNA interaction; Histone-lysine N-methyltransferase 2A (Homo sapiens), Q03164; MLL-CXXC / FITC-HOXA9 DNA fluorescence polarization; Potency, µM (highest dose often 115 µM), for inactives: top-dose activity change, negative = inhibition, usual class: inhibitors; 290,000 compounds, 0.037% hits; active = well fitted inhibition curve with a large enough effect in the polarisation, with a control signal flat, not every such curve was filed as active; inconclusive = small, poorly fitted or top-dose-only effect, or effect the other way, or a change in a side signal; inactive = no such curve, though single readings can be large or run the other way; the % refers to the polarisation
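Steps: dispense CXXC domain solution (7 uM) → pin compounds or unlabeled HOX-A9 DNA control → 5 min ambient → add FLSN-HOX-A9 solution (50 nM) → spin → 30 min ambient → fluorescence polarization. Tris pH 7.5/NaCl/DTT/BSA buffer.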
NPC1 promoter act – qHTS Assay for NPC1 Promoter Activators. Huh7 NPC1 promoter luciferase reporter, 24 h. Potency, µM (highest dose often 9.22 µM), for the others: at the top dose activation, actives largely listed as activators. 320,000 compounds, 2.4% hits;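 note: % of control where 0% means no effect; nearly all actives have a fitted effect of over 60% in size; reporter is driven by a mutant NPC1 promoter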
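Huh7 reporter cells (NPC1 promoter driving luciferase) are dosed with compound for 24 h at 37 °C, 5% CO2; luciferase detection reagent is then added and luminescence measured after 10 min at ambient temperature.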
VP16 counter – VP16 counterscreen qHTS for inhibitors of ROR gamma transcriptional activity; Drosophila S2 Gal4-VP16 UAS-luciferase, luminescence, 20 h; Potency, µM (top dose mostly 53.6 µM), without a hit: top-dose activity, negative = inhibition, actives largely listed as inhibitors; 310,000 compounds, 3.5% hits; AID 2546, 2010;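 note: Gal4-VP16 expression switched on by copper sulfate through the metallothionein promoter; % is set by controls: 0 for no effect and ±100 for the full control effect; nearly all actives have a fitted effect of over 50% in size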
ELG1 genotoxic – qHTS screen for small molecules that induce genotoxicity in human embryonic kidney (HEK293T) cells expressing luciferase-tagged ELG1; AID 504466, 2011; Potency, µM (titrated, usually from 46 µM), for inactives: at the highest dose activity change, positive = activation, most hits filed as activators; 330,000 compounds, 1.3% hits; HEK293T ELG1-luciferase reporter, luminescence, 16 h; note: % of control where 0% means no effect; nearly all actives have a fitted effect of over 60% in size
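Luminescence read-out: rising ELG1-luciferase signal, reflecting elevated ELG1 protein under genetic stress, flags genotoxic compounds. Cells were treated for 16 hr at 37 °C before ONE-Glo detection.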
Rab9 promoter act – qHTS Assay for Rab9 Promoter Activators; Huh7 Rab9 promoter-luciferase reporter, luminescence, 24 h; Potency, µM (highest dose often 9.22 µM), for the others: at the highest dose activation, negative = inhibition, hits mostly activators; 320,000 compounds, 2.8% hits; AID 485297, 2010; note: % of control where 0% means no effect; nearly all actives have a fitted effect of over 60% in size
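Stable Rab9-luc Huh7, 1500 cells/well, 2 h settle; cmpd in DMSO, 24 h, 37 °C/5% CO2; luciferase reagent 10 min RT; luminescence.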
MBNL1-CUG inh – qHTS Assay for Inhibitors of MBNL1-poly(CUG) RNA binding; TR-FRET MBNL1-His/biotin-(CUG)12 binding, 665/545 ratio; Potency, µM (highest dose often 57.5 µM), for inactives: top-dose activity change, negative = inhibition, most hits filed as inhibitors; 280,000 compounds, 0.036% hits; AID 2675, 2010; active = well fitted inhibition curve with a large enough effect in the signal ratio, with a control signal flat, not every such curve was filed as active; inconclusive = small, poorly fitted or top-dose-only effect, or effect the other way, or a change in a side signal; inactive = no such curve, though single readings can be large or run the other way; the % refers to the signal ratio; note: % is set by controls: 0 for no effect and ±100 for the full control effect
Target sequence (Q9NR56 whole entry, looked up): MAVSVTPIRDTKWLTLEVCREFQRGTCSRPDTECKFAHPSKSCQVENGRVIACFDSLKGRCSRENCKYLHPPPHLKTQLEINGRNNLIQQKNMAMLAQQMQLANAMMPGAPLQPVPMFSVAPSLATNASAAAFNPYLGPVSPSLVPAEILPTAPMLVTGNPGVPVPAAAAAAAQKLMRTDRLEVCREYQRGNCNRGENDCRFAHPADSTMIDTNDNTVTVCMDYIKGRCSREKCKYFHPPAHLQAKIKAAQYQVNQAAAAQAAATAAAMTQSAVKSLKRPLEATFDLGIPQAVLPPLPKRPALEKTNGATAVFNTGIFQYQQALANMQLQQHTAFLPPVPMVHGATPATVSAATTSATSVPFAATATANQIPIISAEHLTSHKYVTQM
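Ratiometric TR-FRET (665 over 545 nm, excitation 340 nm) tracks disruption of MBNL1-His/biotin-(CUG)12 complex after 60 min at room temperature, with compounds at 92 nM to 58 uM final.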
The depositor's hits bear a star; ? = inconclusive; / = not tested or not shown; [ ] = remark or other dose. Unless noted, calls come from the whole dose curve; as a rule, active = well fitted curve in the direction sought with a large enough effect; inconclusive = small, poorly fitted or top-dose-only effect, or another doubt; inactive = no such curve, though single readings can be large; an effect the other way counts as inactive or inconclusive. Potency is the fitted concentration of half-maximal effect. These rows are one share of the data, so the mix of outcomes need not match the whole.

SMILES	p53 reactivator	RORg inh	FLuc counter	BRCA1 expr up	uPA surface inh	MLL CXXC-DNA inh	NPC1 promoter act	VP16 counter	ELG1 genotoxic	Rab9 promoter act	MBNL1-CUG inh
CN(C(=O)CSc1ncnc2scc(-c3ccccc3)c12)C1CCS(=O)(=O)C1 (configuration not stated)	1%	?	0%	-8%	-3%	7%	1%	-2%	3%	-2%	-2%
COc1ccc(C(c2nnnn2C2CCCC2)N2CCC(C)CC2)c(OC)c1 (configuration not stated)	-24%	-11%[0.365 µM]	4%	-28%	19%	1%	-4%	/	0%	-1%	-8%
COc1ccc(C2=C(C)C(N3CCN(C(=O)c4ccco4)CC3)=NS2(=O)=O)cc1	6%	-5%	7%	9%	-5%	1%	3%	-2%	-1%	-3%	19%
Cc1cccc(Nc2nc(-c3ccccc3)c(C(=O)Nc3cccnc3)s2)c1	?	-12%	17µM*	-92%	9%	14%	8%	?	-6%	20%	52%[activator]
CC1(CCC(=O)N2CCCC(N3CCN(c4cccc(C(F)(F)F)c4)CC3)C2)CC1 (configuration not stated)	-4%	?	-2%	-46%	?	-7%	-2%	-8%	-11%	5%	-1%
CCC(CC)C(=O)c1c[nH]c(C(=O)NCCCn2ccnc2)c1	2%	5%	-1%	-3%	-2%	-6%	-4%	-6%	-2%	2%	-1%
CN(C)c1nc(Nc2ccc(Cl)c(Cl)c2)nc(N(C)C)n1	9%	22%	1%	-14%	0%	0%	13%	-4%	0%	2%	-2%
CC(C)C(NC(=O)c1ccccc1NC(=O)c1ccccc1)C(=O)NCCCn1ccnc1 (configuration not stated)	5%	3%	0%	-5%	3%	24%	3%	3%	0%	-1%	-1%
COc1ccc(NC(=O)COC(=O)c2ccc(S(=O)(=O)N(C)c3ccccc3OC)cc2)cc1OC	3%	-5%	-5%	16%	-1%	-5%	-2%	-9%	2%	12%	-1%
O=C(Nc1cccc2ncccc12)c1ccc(-c2ccc(Cl)cc2Cl)o1	5%	-8%	12µM*	-17%	/	2%	?	-5%	-11%	1%	3%
COC(=O)c1ccc(NC(=O)C(=O)N2CCN(C(=S)Nc3ccc(OC)cc3)CC2)cc1	-12%	27%	1%	-25%	-8%	-196%	-3%	1%	-2%	-11%	-6%
CCOc1cccc(-c2c(C(=O)N/N=C(\C)c3cccnc3)nnn2-c2nonc2N)c1	-5%	19%	0%	-26%	0%	7%	-2%	-4%	-1%	0%	2%
Cc1ccc(C(=O)COc2ccccc2-c2ccccc2)cc1C	-2%	24%	1%	-8%	3%	6%	-2%	-9%	0%	-2%	?
CCC(CC)NC(=O)Nc1cccc(C)c1C	-2%	44%	5%	-1%	-13%	-7%	1%	-6%	-2%	1%	4%
CN(C(=O)CN1C(=O)S/C(=C\c2ccccc2Cl)C1=O)C1CCS(=O)(=O)C1 (configuration not stated)	?	0%	?	-1%	0%	2%	-5%	-6%	13%	0%	17%
CCN(CC)S(=O)(=O)c1ccc2c(c1)c(=O)c(C(=O)N1CCN(c3ccccc3)CC1)cn2C	-8%	17%	0%	3%	/	-11%	-1%	-7%	1%	1%	1%
CCOC(=O)N1CCc2c(sc3c2c(=O)n(-c2ccc(CC)cc2)c(=O)n3CC(=O)NCC2CCCO2)C1 (configuration not stated)	5%	42%	0%	8%	?	22%	-18%	0%	8%	1%	-4%
Cc1cc(=O)oc2cc(OC(C)C(=O)NC3CCCC3)ccc12 (configuration not stated)	-1%	18%	0%	-4%	-3%	-2%	4%	-9%	6%	3%	-7%
Cc1cc2cc3c(cc2nc1SCC(=O)Nc1ccccc1)CCC3	0%	-4%	-2%	-59%	3%	7%	-23%	-3%	12%	-13%	-1%
CN(C)CCCN=Cc1c(O)n(Cc2ccc3c(c2)OCO3)c(=O)c2ccccc12	-10%	13%	-1%	/	/	5%	4%	4%	4%	0%	20%
CCOC(=O)N1CCC(N(C(=O)Nc2ccc(Cl)c(Cl)c2)C(C)CC)CC1 (configuration not stated)	3%	32%	6%	-11%	-26%	2%	-4%	?	-7%	-12%	2%
Brc1ccc(-c2ncc(-c3ccccc3)cn2)cc1	15%	-5%	0.43µM*	142%	1%	6%	0.5µM*	-2%	0.82µM*	0.71µM*	-1%
CCc1ccc(NC(=S)Nc2cccc3cnccc23)cc1	17%	11µM*	?	12%	0%	-11%	5%	?	-4%	-1%	?
COc1ccccc1C(=O)NCCN=C1NS(=O)(=O)c2ccccc21	-4%	36%	-1%	1%	-1%	4%	-2%	9%	2%	0%	-4%
Cc1ccc(-c2nn(C)c(=O)c3ccccc23)cc1S(=O)(=O)NCCN1CCOCC1	-11%	-14%	-2%	-33%	0%	6%	-5%	23%	-3%	-4%	5%

Continuation.
SMILES	p53 reactivator	RORg inh	FLuc counter	BRCA1 expr up	uPA surface inh	MLL CXXC-DNA inh	NPC1 promoter act	VP16 counter	ELG1 genotoxic	Rab9 promoter act	MBNL1-CUG inh
C#Cc1ccc([C@H]2C=C(C(=O)N3CCN(Cc4ccccc4)CC3)O[C@@H](OCC)[C@@H]2CCCO)cc1	1%	22%	2%	-31%	-28%	-25%	-3%	-8%	-12%	-1%	-2%
CCOC(=O)CC1COCCN1Cc1cn[nH]c1-c1cc(OC)c(OC)c(OC)c1 (configuration not stated)	-2%	-15%	3%	-13%	-1%	0%	0%	6%	?	-1%	0%
CCN(CC)S(=O)(=O)c1ccc2[nH]c(=O)cc(C(=O)Nc3ccccc3N3CCOCC3)c2c1	-3%	/	8%	-9%	-5%	/	-3%	/	-2%	-2%	/
O=C(NCc1ccco1)c1cc2cc(Br)ccc2o1	-2%	18%	17µM*	?	-16%	-1%	22%	1%	10%	?	2%
Cc1cc(C)cc(N(C(=O)c2sc(C)nc2C)C(C(=O)NC(C)(C)C)c2ccncc2)c1 (configuration not stated)	-1%	-20%	-4%	-24%	4%	1%	-9%	-6%	-1%	-4%	-17%
Cc1nc2c3ccccc3nc(NNC(=O)CCC(=O)NC3CCCC3)n2n1	0%	3%	-4%	-7%	-1%	-10%	-3%	-8%	1%	1%	-6%
CC(C)CNS(=O)(=O)c1ccc(OCC(=O)Nc2ccc(F)cc2F)cc1	-7%	?	-1%	-6%	7%	-5%	1%	?	0%	-7%	-9%
COC(=O)C1=C(C(=O)OC)[C@@H]2N(C)c3ccc(OC)cc3[C@@]23C[C@@H](C(=O)OC)N(C(=O)c2ccc(Br)cc2)C3=N1	-2%	?	-2%	-26%	?	-6%	0%	-18%	-10%	-6%	-2%
Cc1ccc(CN(C)C(=O)CN2C(=O)NC3(CCCC3)C2=O)o1	-6%	/	?	-5%	-14%	/	-2%	/	0%	-7%	/
O=C(CSc1ccc(Cl)cc1)N1CCN(c2ccc([N+](=O)[O-])cc2Cl)CC1	-4%	?	4%	-32%	-5%	7%	0%	?	-9%	3%	15%
Cc1cc(CNC(=O)c2cc(COc3c(F)cccc3F)on2)nn1C	0%	19%	-2%	7%	7%	0%	-2%	0%	3%	-7%	3%
c1ccc(-c2cc3c(N4CCN(c5ncccn5)CC4)ncnc3s2)cc1	-2%	17%	-17%	0%	-4%	13%	-2%	0%	-8%	2%	30%
Cc1cccc(OCCCc2c(C)n[nH]c2C)c1	9%	11µM*	-10%	-3%	/	11%	-3%	-1%	-3%	6%	-6%
Cc1sc2ncnc(N[C@@H](Cc3ccccc3)C(=O)O)c2c1C	0%	27%	-1%	-3%	2%	0%	1%	-1%	-1%	0%	13%
CC(C)OCC(O)CS(=O)Cc1ccccc1 (configuration not stated)	1%	-2%	5%	7%	-1%	-6%	2%	-3%	2%	28%	-7%
O=C(c1ccc(N2CCOCC2)cc1[N+](=O)[O-])N1CCOCC1	7%	-9%	-1%	-6%	3%	8%	-12%	-6%	1%	0%	27%
